TSHR antag – human thyrotropin receptor antagonism. hit rate 0.2% among 330,000. activity change, negative = inhibition, % at 11.5 µM. TSHR-expressing cells, TSH-stimulated cAMP HTRF, 2 h; active compounds read low. P16473;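 active = activity change below a set negative limit, meaning inhibition stronger than a set level, cut at about -70% in these data; inconclusive = activity change between two set negative limits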; also: % is scaled to controls: 0 for no effect and ±100 for the full control effect
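Antagonism was scored as loss of TSH-driven cAMP in TSHR cells, stimulated with 4nM TSH (EC80) for 2 hours at 37 deg C and detected by homogeneous HTRF competition immunoassay.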
TCR activator – activators of T cell receptors. Potency, µM (highest dose often 9.22 µM), for the others: top-dose activation of IL-2 secretion, actives largely listed as activators. primary human leukocytes, anti-CD3, IL-2 HTRF, 48 h. 330,000 tested, under 10 active; also: % of control where 0% means no effect
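Primary human leukocytes receive a-CD3 beads and test compound and are incubated 48 hr. Secreted IL-2 is then assayed by HTRF, measuring 665nm acceptor emission after 320nm excitation of the europium donor.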
KCNH2 WT inh – blocks the wildtype human KCNH2 potassium channel | Q12809 | AID 720551 | U2OS, BacMam KCNH2, thallium flux FluxOr; active compounds read low | activity change, % at 1.84 µM | hit rate 0.37% among 340,000;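 active = maximum activity change below -70%; inconclusive = maximum activity change between -70% and -50%; inactive = maximum activity change above -50%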; also: % is scaled to controls: 0 for no effect and ±100 for the full control effect
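U2OS cells transduced with wild-type KCNH2 virus are loaded with FluxOr dye for 45 min, and thallium flux is measured in kinetic reads before and after stimulation buffer. Rate constants are normalized to DMSO controls.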
BCR signal inh – chronic active BCR signaling inhibition | Potency, µM (series often up to 46.1 µM), for the others: at the highest dose ratio change, negative = lower green/red ratio, hits mostly inhibitors | hit rate 0.05% among 340,000 | ABC-DLBCL IkBa-CBG/CBR reporter, luminescence ratio, 4 h; active = well fitted inhibition curve with a large enough effect in the signal ratio, with a control signal flat, not every such curve was filed as active; inconclusive = small, poorly fitted or top-dose-only effect, or effect the other way, or a change in a side signal; the % refers to the signal ratio;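 also: potency is read from the fitted curve at half-maximal effect; plate controls were basal doxycycline-induced cells for no effect and cells given 10 µM MG132 for full effect; MG132 reads +100%, hits lower the ratio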
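Compounds up to 46 uM were incubated four hours with TMD8 cells whose green CBG68 luciferase is fused to IkappaBalpha; red CBR luminescence normalised the signal, and concentration-effect curves were fitted to fusion, red and ratio data.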
GALK inhibitor – inhibitors of human galactokinase. P51570. Purified GALK, Kinase-Glo residual ATP luminescence. Potency, µM (series often up to 57.5 µM), for inactives: at the highest dose activity change, negative = inhibition, hits mostly inhibitors. hit rate 0.007% among 270,000. AID 1868; also: potency is read from the fitted curve at half-maximal effect; % is scaled to controls: 0 for no effect and ±100 for the full control effect
Target sequence (P51570 whole entry, looked up): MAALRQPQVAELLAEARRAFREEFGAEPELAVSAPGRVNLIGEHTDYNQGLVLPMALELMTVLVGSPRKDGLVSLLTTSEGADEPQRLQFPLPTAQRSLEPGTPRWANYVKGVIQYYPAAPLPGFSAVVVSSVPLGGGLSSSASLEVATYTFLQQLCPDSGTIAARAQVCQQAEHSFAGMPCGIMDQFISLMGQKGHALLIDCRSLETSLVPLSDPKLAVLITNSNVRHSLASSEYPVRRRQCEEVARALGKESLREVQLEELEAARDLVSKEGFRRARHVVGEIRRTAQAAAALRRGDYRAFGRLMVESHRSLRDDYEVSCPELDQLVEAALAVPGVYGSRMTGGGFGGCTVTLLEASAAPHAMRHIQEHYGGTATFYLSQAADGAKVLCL
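Quantitative HTS: GALK 5 nM, ATP 35 uM, galactose 100 uM, 1 h room temperature, then luciferase-based ATP detection.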
A-T KAP1 phos – potential ataxia-telangiectasia treatments restoring KAP-1 phosphorylation. […] A-T fibroblasts, KAP-1 phosphorylation AlphaLISA; neocarzinostatin DNA damage 30 min before lysis. Potency, µM (titrated, usually from 57.5 µM), for inactives: at the top dose activation, hits mostly activators. hit rate 0.19% among 320,000; also: potency is read from the fitted curve at half-maximal effect; % of control where 0% means no effect; nearly all actives have a fitted effect of over 45% in size
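ATM-like activity read as KAP-1 phosphorylation via AlphaLISA donor/acceptor antibody pairs after lysis and 6 hr at 25C. Cells were ATM-null patient fibroblasts ([…], hTERT), dosed 60 min, then exposed to the DSB inducer NCS for 30 min.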
Tb PFK block – T. brucei PFK enzyme inhibition. T. brucei PFK, ADP-Glo luminescence. hit rate 0.17% among 330,000. Potency, µM (highest dose often 57.5 µM), for the others: at the top dose activity, negative = inhibition, most hits filed as inhibitors;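 also: potency is read from the fitted curve at half-maximal effect; 0% = uninhibited 1x PFK enzyme wells and -100% = no-enzyme wells; nearly all actives have a fitted effect of over 60% in size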
Target sequence (O15648 whole entry, looked up): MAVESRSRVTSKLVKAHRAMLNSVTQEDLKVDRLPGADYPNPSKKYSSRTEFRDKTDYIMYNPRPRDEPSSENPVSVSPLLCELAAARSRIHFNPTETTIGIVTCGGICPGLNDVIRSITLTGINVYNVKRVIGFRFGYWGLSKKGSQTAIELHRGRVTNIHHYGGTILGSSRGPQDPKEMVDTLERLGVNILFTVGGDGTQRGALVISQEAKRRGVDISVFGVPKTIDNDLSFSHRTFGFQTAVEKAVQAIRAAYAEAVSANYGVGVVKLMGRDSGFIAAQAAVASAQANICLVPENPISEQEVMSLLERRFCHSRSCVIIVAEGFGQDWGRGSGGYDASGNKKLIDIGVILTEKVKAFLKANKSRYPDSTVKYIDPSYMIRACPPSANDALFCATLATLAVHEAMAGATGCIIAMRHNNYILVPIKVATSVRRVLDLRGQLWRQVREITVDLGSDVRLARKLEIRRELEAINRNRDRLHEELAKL
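1.25 nM PFK with 0.5 mM F6P and 0.1 mM ATP in 0.1 M TEA pH 8.0, 5 mM MgCl2, incubated 45 min at room temperature; ADP measured by ADP-Glo luminescence; compounds titrated up to 57 uM.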
MLL CXXC-DNA inh – MLL CXXC-DNA interaction inhibition. AID 2662. Q03164. hit rate 0.037% among 290,000. MLL-CXXC / FITC-HOXA9 DNA fluorescence polarization. Potency, µM (titrated, usually from 115 µM), for the others: at the highest dose activity change, negative = inhibition, most hits filed as inhibitors; active = well fitted inhibition curve with a large enough effect in the polarisation, with a control signal flat, not every such curve was filed as active; inconclusive = small, poorly fitted or top-dose-only effect, or effect the other way, or a change in a side signal; inactive = no such curve, though single readings can be large or run the other way; the % refers to the polarisation; also: potency is read from the fitted curve at half-maximal effect
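Steps: dispense CXXC domain solution (7 uM) → pin compounds or unlabeled HOX-A9 DNA control → 5 min ambient → add FLSN-HOX-A9 solution (50 nM) → spin → 30 min ambient → fluorescence polarization. Tris pH 7.5/NaCl/DTT/BSA buffer.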
FBPA coupling cs – coupling enzyme interference in Giardia aldolase counter-screen. coupling enzyme system counterscreen, AmpLite Red fluorescence. activity change, negative = inhibition, % at 58.2 µM, hits read low. hit rate 0.67% among 290,000. AID 2472; in the data active = activity change below about -30%; also: % is scaled to controls: 0 for no effect and ±100 for the full control effect
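Counterscreen of the coupled detection system alone, without aldolase: glyceraldehyde-3-phosphate coupling enzymes plus AmpLite Red readout. Compounds at 57.5 uM final, 10 min RT preincubation, 20 min RT reaction, fluorescence 525/598 nm.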
Giardia kill – Giardia lamblia killing; Giardia lamblia trophozoite viability; activity change, % at 7.66 µM, hits read low; hit rate 0.15% among 340,000; AID 540267; in the data active = activity change below about -80%; inconclusive = between about -30% and that limit;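 also: parasites exposed to compound for two days anaerobically before the ATP read; % is scaled to controls: 0 for no effect and ±100 for the full control effect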
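Anaerobic 48 hrs incubation at 37 deg C of 100 trophozoites/well with test compounds; ATPLite 1-Step luminescence, 15-30 min RT, reports cellular ATP as viability.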
* = called active by the depositor; [ ] = another dose, or the depositor's remark. Unless noted, calls follow the shape of the dose curve; as a rule, active = well fitted curve in the direction sought with a large enough effect; inconclusive = small, poorly fitted or top-dose-only effect, or another doubt; inactive = no such curve, though single readings can be large; an effect the other way counts as inactive or inconclusive.

For O=C(Nc1ccc(F)cc1)c1ccc(CN2CCc3ccccc3C2)cc1 the results were TSHR antag -23, KCNH2 WT inh -4, BCR signal inh -15%, A-T KAP1 phos -8%, Tb PFK block 0%, MLL CXXC-DNA inh 0%, FBPA coupling cs -1 and Giardia kill 7.
c1c2c(cc3sc(N4CCOCC4)nc13)OCCO2 was read as TSHR antag 4, TCR activator -1%, KCNH2 WT inh -1, BCR signal inh inconclusive, GALK inhibitor 11%, A-T KAP1 phos -5%, Tb PFK block -23%, MLL CXXC-DNA inh 2%, FBPA coupling cs 1 and Giardia kill inconclusive.
Screening CCOC(=O)C(=O)N1CCC(Cc2ccccc2)CC1 returned TSHR antag -10, TCR activator -1%, KCNH2 WT inh -3, BCR signal inh -1%, GALK inhibitor 1%, A-T KAP1 phos 5%, Tb PFK block 1%, MLL CXXC-DNA inh -1%, FBPA coupling cs 5 and Giardia kill 13.
`CC1(C)Cc2nc3sc(C(=O)NCCO)c(N)c3cc2CO1` gave TSHR antag 1, TCR activator 6%[46.1 µM], KCNH2 WT inh -13, BCR signal inh -2%, GALK inhibitor 2%, Tb PFK block 2%, MLL CXXC-DNA inh 4%, FBPA coupling cs -24 and Giardia kill -1.
O=C(CCCOc1ccc(Cl)cc1Cl)N/N=C\C1CCCCC1 was read as TSHR antag 4, TCR activator -1%, KCNH2 WT inh 3, BCR signal inh -5%, GALK inhibitor 1%, A-T KAP1 phos -2%, Tb PFK block -14%, MLL CXXC-DNA inh 1%, FBPA coupling cs -4 and Giardia kill 16.
Screening CCOC(=O)c1c(C)c(C(=O)NC(C)COC)c(C)n1C (configuration not stated) returned TSHR antag -2, KCNH2 WT inh -5, BCR signal inh inconclusive, GALK inhibitor 3%, A-T KAP1 phos -1%, Tb PFK block -11%, MLL CXXC-DNA inh 6%, FBPA coupling cs -1 and Giardia kill 8.
Cc1cc(NC(=O)/C=C/c2ccc(Cl)cc2)no1 was read as TSHR antag -2, TCR activator 2%[46.1 µM], KCNH2 WT inh -2, BCR signal inh inconclusive, GALK inhibitor 1%, A-T KAP1 phos -4%, Tb PFK block -3%, MLL CXXC-DNA inh 6%, FBPA coupling cs 0 and Giardia kill 13.
CCCCCc1ccc(S(=O)(=O)Nc2cc(C)ccn2)cc1 was read as TSHR antag 4, TCR activator -8%, KCNH2 WT inh -3, BCR signal inh -12%, GALK inhibitor 6%, A-T KAP1 phos 1%, Tb PFK block -14%, MLL CXXC-DNA inh -2%, FBPA coupling cs 9 and Giardia kill -5.
Cc1cccc(N2CN=c3s/c(=C\c4ccccn4)c(=O)n3C2)c1 was read as TSHR antag 5, TCR activator 0%, KCNH2 WT inh 4, BCR signal inh inconclusive, GALK inhibitor 2%, A-T KAP1 phos -4%, Tb PFK block 2%, MLL CXXC-DNA inh 1%, FBPA coupling cs 2 and Giardia kill -16.
`O=C(COC(=O)c1ccc(-c2ccccc2)cc1)Nc1ccccc1-c1ccccc1` gave TSHR antag 4, TCR activator 1%[46.1 µM], KCNH2 WT inh 4, BCR signal inh -1%, GALK inhibitor -3%, A-T KAP1 phos 4%, Tb PFK block -5%, MLL CXXC-DNA inh -7%, FBPA coupling cs -1 and Giardia kill 13.
COc1ccccc1N1CCN(S(=O)(=O)c2ccc(-c3ccc(=O)[nH]n3)o2)CC1 was read as TSHR antag -3, TCR activator 9%, KCNH2 WT inh 2, BCR signal inh -1%, GALK inhibitor -2%, A-T KAP1 phos -1%, Tb PFK block -3%, MLL CXXC-DNA inh 26%, FBPA coupling cs 2 and Giardia kill -8.
`O=C(Nc1c(C(=O)C2CC2)oc2ccccc12)c1ccc(Cl)cc1` gave TSHR antag 0, TCR activator -8%[46.1 µM], KCNH2 WT inh 4, BCR signal inh -7%, GALK inhibitor -2%, A-T KAP1 phos -8%, Tb PFK block -10%, MLL CXXC-DNA inh 5%, FBPA coupling cs 1 and Giardia kill -26.
Screening O=C(Nc1ccc(Cl)cc1)c1cccc(N2C(=O)C3C4CCC(C4)C3C2=O)c1 (configuration not stated) returned TSHR antag -38, TCR activator 2%[46.1 µM], KCNH2 WT inh -2, BCR signal inh inconclusive, GALK inhibitor -3%, A-T KAP1 phos 7%, Tb PFK block -27%, MLL CXXC-DNA inh 11%, FBPA coupling cs 3 and Giardia kill -7.
`CSc1c(CC(=O)Nc2ccc(F)cc2)n(Cc2ccccc2)c2ccccc12` gave TSHR antag -26, TCR activator 3%[46.1 µM], KCNH2 WT inh -29, BCR signal inh 10%, GALK inhibitor 0%, A-T KAP1 phos 1%, Tb PFK block 1%, MLL CXXC-DNA inh 2%, FBPA coupling cs -1 and Giardia kill 5.
For Cc1cc(C)c(S(=O)(=O)/N=C2\C=C(Nc3ccc(C(=O)O)cc3)C(=O)c3ccccc32)c(C)c1 the results were TSHR antag -48, TCR activator -2%, KCNH2 WT inh 11, BCR signal inh inconclusive, GALK inhibitor -2%, A-T KAP1 phos -1%, Tb PFK block -21%, MLL CXXC-DNA inh -17%, FBPA coupling cs -42* and Giardia kill -5.
For Cc1ccc(S(=O)(=O)Nc2ncc(C(F)(F)F)cc2Cl)cc1 the results were TSHR antag 4, TCR activator -7%, KCNH2 WT inh 1, BCR signal inh inconclusive, GALK inhibitor 4%, A-T KAP1 phos 2%, Tb PFK block 0%, MLL CXXC-DNA inh 4%, FBPA coupling cs 13 and Giardia kill 0.
C=CCN(C(=O)CCC(=O)O)C1CC(=O)N(c2ccc(OCCC)cc2)C1=O (configuration not stated) was read as TSHR antag 6, TCR activator -5%, KCNH2 WT inh -5, BCR signal inh -1%, GALK inhibitor 1%, A-T KAP1 phos 6%, Tb PFK block -1%, MLL CXXC-DNA inh 0%, FBPA coupling cs 1 and Giardia kill 6.
Screening C[C@H](NC(=O)N1CCn2c1nc1ccccc12)C(=O)NCCc1ccccc1 returned TSHR antag 4, TCR activator -2%, KCNH2 WT inh 2, BCR signal inh inconclusive, GALK inhibitor 8%, A-T KAP1 phos 22%, Tb PFK block -1%, MLL CXXC-DNA inh 2% and Giardia kill 10.
Screening CCC1(c2ccc(F)cc2)NC(=O)N(CC(=O)N2CCc3ccccc3C2)C1=O (configuration not stated) returned TSHR antag 18, TCR activator 0%, KCNH2 WT inh -10, BCR signal inh 3%, A-T KAP1 phos 21%, Tb PFK block 0% and Giardia kill -7.
For Cc1c(C(=O)O)oc2c1/C(=N\O)CCC2 the results were TSHR antag -2, TCR activator -1%[46.1 µM], KCNH2 WT inh 22, BCR signal inh -2%, GALK inhibitor -1%, A-T KAP1 phos -2%, Tb PFK block 1%, MLL CXXC-DNA inh 5%, FBPA coupling cs 3 and Giardia kill 3.
For Cc1ccc(C(=O)NCCNC(=O)c2ccc(C)o2)o1 the results were TSHR antag 19, TCR activator 2%, KCNH2 WT inh 10, BCR signal inh 2%, GALK inhibitor 3%, A-T KAP1 phos 12%, Tb PFK block -8%, MLL CXXC-DNA inh -5%, FBPA coupling cs 4 and Giardia kill 11.
Screening COc1ccccc1CCNC(=O)c1cnn2c(C(F)F)cc(C)nc12 returned TSHR antag 7, TCR activator -2%[46.1 µM], KCNH2 WT inh 7, BCR signal inh -8%, GALK inhibitor -1%, A-T KAP1 phos 4%, Tb PFK block 4%, MLL CXXC-DNA inh 1%, FBPA coupling cs 4 and Giardia kill -4.
`COc1ccccc1N1CCN(C(=O)CCc2c[nH]c3ccccc23)CC1` gave TSHR antag -2, TCR activator 1%, KCNH2 WT inh -4, BCR signal inh 5%, GALK inhibitor 0%, A-T KAP1 phos 5%, Tb PFK block -3%, MLL CXXC-DNA inh 20%, FBPA coupling cs 2 and Giardia kill -14.
`Cc1cc(NC(=O)CCCn2ccc([N+](=O)[O-])n2)n(Cc2ccc(F)cc2)n1` gave TSHR antag -2, TCR activator 4%, KCNH2 WT inh 4, BCR signal inh 1%, GALK inhibitor 1%, A-T KAP1 phos -1%, Tb PFK block -7%, MLL CXXC-DNA inh -1%, FBPA coupling cs 0 and Giardia kill -4.
`COc1cccc(OCCn2cc(C=O)c3ccccc32)c1` gave TSHR antag -7, TCR activator -27%, KCNH2 WT inh 2, BCR signal inh inconclusive, GALK inhibitor 5%, A-T KAP1 phos 5%, Tb PFK block -1%, MLL CXXC-DNA inh 2%, FBPA coupling cs -7 and Giardia kill -2.
COc1ccc(S(=O)(=O)N2CCOCC2)cc1NC(=O)Cc1ccsc1 was read as TSHR antag -10, TCR activator -1%[46.1 µM], KCNH2 WT inh 4, BCR signal inh -3%, A-T KAP1 phos 12%, Tb PFK block 5% and Giardia kill 8.
Screening Cc1nn(C)cc1C(C)NC(=O)c1cc(COc2ccc(F)c(F)c2)on1 (configuration not stated) returned TSHR antag 8, TCR activator 20%, KCNH2 WT inh -11, BCR signal inh 3%, GALK inhibitor 0%, A-T KAP1 phos 5%, Tb PFK block -21%, MLL CXXC-DNA inh -11%, FBPA coupling cs -5 and Giardia kill 2.
CCOC(=O)c1sc(=NC(=O)c2ccccc2Br)n(C)c1C was read as TSHR antag 3, TCR activator -9%, KCNH2 WT inh -4, BCR signal inh -3%, GALK inhibitor -9%, A-T KAP1 phos 10%, Tb PFK block 1%, MLL CXXC-DNA inh 8% and Giardia kill -4.

Screening results (PubChem BioAssay)
